PDI turbidity = PDI (human) enzyme inhibition; P07237; PDI insulin aggregation turbidity, A650, 90 min; inhibition, % at 10 µM; 0.052% of 350,000 active;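 active = mean inhibition across replicates of 30% or more, whatever share of single replicates reach that level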;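 note: absorbance from insulin aggregation driven by PDI reduction with DTT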
Target sequence (P07237 whole entry, looked up): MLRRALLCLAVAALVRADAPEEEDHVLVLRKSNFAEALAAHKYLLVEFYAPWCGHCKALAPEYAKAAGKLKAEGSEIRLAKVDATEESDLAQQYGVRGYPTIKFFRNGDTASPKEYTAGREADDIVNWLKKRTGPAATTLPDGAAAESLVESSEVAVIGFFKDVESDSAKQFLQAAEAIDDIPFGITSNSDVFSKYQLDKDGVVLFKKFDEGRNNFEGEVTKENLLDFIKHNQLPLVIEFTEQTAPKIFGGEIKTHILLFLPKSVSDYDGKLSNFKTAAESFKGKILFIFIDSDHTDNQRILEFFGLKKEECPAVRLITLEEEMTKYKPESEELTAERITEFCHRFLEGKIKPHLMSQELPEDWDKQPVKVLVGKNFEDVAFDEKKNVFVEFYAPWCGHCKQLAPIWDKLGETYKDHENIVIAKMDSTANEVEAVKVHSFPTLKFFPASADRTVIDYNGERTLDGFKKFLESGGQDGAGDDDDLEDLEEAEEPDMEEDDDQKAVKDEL
aDG glyco up = alpha-DG glycosylation activation; AID 624168; activation, % at 10 µM; Pro5-aDG cells, alpha-DG glycosylation AlphaScreen (IIH6); 0% Pro5, 100% B10-LARGE cell signal; 0.22% of 360,000 active;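 active = activation of at least 8% versus controls, or a plate z-score of at least 8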;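 note: Pro5 are CHO cells carrying HIG-tagged alpha-DG that lacks glycosylation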
ABCB6 inh MLPCN = inhibitors of human ABC transporter ABCB6; Q9NP58; K562-ABCB6 porphyrin accumulation, flow cytometry, 1 h; active compounds read low; fluorescence ratio to DMSO, % at 10 µM; 0.19% of 360,000 active; AID 602162;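 active = fluorescence ratio to DMSO below 75%, the collection mean minus 3 SD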;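 note: signal is porphyrin accumulated inside mitochondria; 100% equals median channel fluorescence of DMSO control wells; lower ratio means ABCB6 inhibition with less porphyrin fluorescence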
CaV13 ICDI inh = Disruptors of the CACNA1D IQ motif to Ca2+-dependent inactivation inhibitor domain association, primary screening, Förster resonance energy transfer in intact living …; HEK cells, CFP/YFP FRET ICDI-IQ, plate reader, 10 min; percent FRET-ratio fall versus neutral wells; inhibition, % at 12.3 µM; 0.098% of 340,000 active;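 active = mean replicate inhibition of at least 30% and at least 1% of replicates passing that level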;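 note: 0% = median of the neutral control wells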
Glyco luc inh = blocks N-linked glycosylation in D54 reporter cells; AID 588692; 0.23% of 360,000 active; D54 ERlucT glycosylation luciferase reporter, 24 h; percent of 100 nM tunicamycin response; reporter increase, % at 12.5 µM;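 active = mean luciferase reporter signal, scaled so untreated is 0 and the glycosylation-blocking control 100, at or above a set limit in every replicate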;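 note: luciferase carries N-glycosylation sites so blocking glycosylation raises the light; 0% = median of neutral control wells and 100% = median of 100 nM tunicamycin wells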
Cardio protect = myocardial damage modulation in H9c2 cells. protection from H2O2 cell death, % at 20 µM. H9c2 cardiomyocytes, H2O2 injury protection, ATPLite, 2 h. AID 588492. 0.63% of 360,000 active;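 active = compounds giving at least 50% protection of heart cells from peroxide-induced death in the single-dose screen, raw or plate-pattern-corrected value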;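 note: 0% = DMSO wells with peroxide and 100% = DMSO wells without peroxide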
Vif imaging = inhibitors of HIV Vif; HEK293T cells, Vif self-association by quenched fluorescence, imaging, 24 h; 0.35% of 340,000 active; inhibition, % at 7.49 µM; in the data active = inhibition above about 50%, passing the limit was not always enough; note: some results filed as inactive read as strong as hits
m5-HT2A agonist = mouse HTR2A agonism via beta-arrestin recruitment; CHO-K1 mHTR2A beta-arrestin complementation, luminescence; percent of 30 µM serotonin response; P35363; activation, % at 7.6 µM; 0.66% of 360,000 active; AID 624169;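 active = activation above a run cutoff, the mean activation of all tested compounds plus 3 SD, cut at about 14% in these data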;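 note: 0% = plate median of compound wells and 100% = 30 µM serotonin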
Target sequence (P35363 whole entry, looked up): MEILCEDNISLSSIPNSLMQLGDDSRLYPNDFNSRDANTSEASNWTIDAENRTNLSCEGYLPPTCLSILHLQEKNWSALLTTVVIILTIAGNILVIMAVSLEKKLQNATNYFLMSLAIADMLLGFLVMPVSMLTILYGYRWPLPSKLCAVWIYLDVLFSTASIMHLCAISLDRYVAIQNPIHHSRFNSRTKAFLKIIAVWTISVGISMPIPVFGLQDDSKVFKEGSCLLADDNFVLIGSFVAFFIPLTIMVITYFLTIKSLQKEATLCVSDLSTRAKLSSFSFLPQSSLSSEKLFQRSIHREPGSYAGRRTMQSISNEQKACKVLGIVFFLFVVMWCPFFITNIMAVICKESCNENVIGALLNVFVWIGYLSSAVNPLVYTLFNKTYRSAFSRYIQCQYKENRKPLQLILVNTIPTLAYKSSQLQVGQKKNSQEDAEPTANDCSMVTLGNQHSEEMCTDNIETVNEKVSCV
MC4R antag cAMP = blocks human MC4R cAMP signaling; inhibition, % at 6.5 µM; 0.48% of 360,000 active; MC4R-expressing cells, MTII-stimulated cAMP, LANCE TR-FRET; P32245;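 active = inhibition above its plate's cutoff, the mean of tested wells on that plate plus 3 SD, cut at about 29% in these data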;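 note: 0% = Melanotan II alone and 100% = Melanotan II plus saturating MCL0020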
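Material: human MC4R-expressing U2OS cells. Probe or stimulus: Melanotan II challenge. Dosing: 6.5 µM single dose. Times: 30-min compound, 1-h challenge, 1-h detection, room temperature. Technique: TR-FRET with Eu-cAMP and labeled anti-cAMP, 671 nm. Replication: singlicate.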
MC4R ag barr = activates human MC4R beta-arrestin recruitment; P32245; U2OS MC4R beta-arrestin complementation, luminescence; percent of melanotan II response, DMSO zero; activation, % at 8.9 µM; 0.98% of 360,000 active; AID 540308;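 active = activation above a per-plate cutoff, the mean activation of sample wells on that plate plus 3 SD, cut at about 8% in these data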
* hit, by the source's call; . = not tested or not shown; & = joins results of further samples.

SMILES	PDI turbidity	aDG glyco up	ABCB6 inh MLPCN	CaV13 ICDI inh	Glyco luc inh	Cardio protect	Vif imaging	m5-HT2A agonist	MC4R antag cAMP	MC4R ag barr
CCc1ccccc1NC(=O)C1CCCN1C(=O)Nc1ccc(C)cc1 (stereo not drawn)	20	-0.1	95	-5	-3	-1	17	4	0	-0.6
CCN1CCN(CC(=O)N/N=C/c2ccc(F)cc2F)CC1	0	0.2	101	-5	1	2	15	1	1	0.0
CCc1nc(Nc2ccc(N3CCN(C(C)=O)CC3)cc2)c2oc3ccccc3c2n1	18	-0.1	120	.	2	41	-23	2	-11	-2.2
Cc1ccc2cc(C(c3nnnn3C3CCCC3)N(Cc3cccnc3)Cc3ccco3)c(=O)[nH]c2c1 (stereo not drawn)	2	0.5	95	.	-2	9	-2	-1	8	1.3
O=C(O)/C=C/C(=O)N1CCN(Cc2ccc3c(c2)OCO3)CC1	-6	-0.1	108	-16	0	-2	9	1	9	1.9
CN(C(=O)c1ccc(NC(=O)Cc2ccc(NC(=O)C3CCCN(C(=O)C4CCC4)C3)cc2)cc1)C1CCCC1 (stereo not drawn)	-2	-0.3	103	-7	2	-19	-3	-7	13	0.6
Cc1ccc(C(=O)N2CCc3ccccc3C2)cc1S(=O)(=O)N1CCOCC1	-8	-0.1	98	-3	0	10	.	-7	7	-3.3
COc1ccc2[nH]c3ccc(OC)cc3c2c1	3	0.0	102	-4	1	-12	0	-2	8	-1.7
CN(C)CCN1CCc2ccccc21	-1	-0.4	142	-3	1	6	-3	4	-1	2.2
CCC(C)Sc1cccc(-c2nc3cc(C)ccn3c2NCc2ccccc2)c1 (stereo not drawn)	10	4.3&2.0	98&102	-10&-11	-3	-24	-4	-14&-7	16	-1.7
Cc1ccc(C)n1-n1c(C)nc2scc(-c3ccccc3)c2c1=O	-1	0.0	90	-4	-2	6	0	-3	3	2.7
CCCCCNC(=O)C(C)NS(=O)(=O)c1ccc(OC)cc1 (stereo not drawn)	3	0.7	82	-1	-1	6	0	-4	1	-0.4
O=C(CCCCCN1C(=O)c2cccc3cccc(c23)C1=O)NCc1cccnc1	-51	0.6	94	-5	0	6	.	6	2	-1.0
CCOc1ccccc1C(=O)Nc1ccccc1O	-3	0.8	100	-4	0	-5	-4	-6	7	-0.4
Cc1ccc(NC(=O)CCSc2nnc(-c3ccco3)o2)cc1	-2	0.0	96	-5	2	-10	8	0	14	-1.2
Cc1ccc(S(=O)(=O)NCc2ccccc2)cc1	4	-0.2	98	-2	0	-2	8	2	5	-0.3
CCc1ccc(C(=O)NNC(=O)c2cccc(S(=O)(=O)N3CCN(C)CC3)c2)cc1	7	0.0	102	-5	-1	1	-7	0	-1	-3.2
Cc1ccccc1Cn1cc(NC(=O)c2cc(-c3ccco3)on2)cn1	-4	0.0	94	5	13	-3	1	-1	7	1.8
O=C(C1COc2ccccc2O1)N1CCN(c2ccc(F)cc2)CC1 (stereo not drawn)	-2	0.2	93	-8	1	3	-1	-4	3	-0.6
CC(Sc1nnc(NC2CCCCC2)s1)C(=O)N1CCOCC1 (stereo not drawn)	2	0.2	103	-5	3	0	14	1	9	2.0
CN(CC(=O)NCC1COc2ccccc2O1)S(=O)(=O)c1ccc(Cl)cc1 (stereo not drawn)	9	0.2	95	-5	-2	3	8	-4	7	-1.6
O=C(CC(c1ccc(F)cc1)c1ccco1)Nc1nccs1 (stereo not drawn)	-9	-0.2	92	6	0	0	-6	-4	6	-1.9
O=C(Nc1ccc2c(c1)CCC2)c1cccs1	0	0.1	101	6	-5	-8	-1	-4	16	-2.7
CC(=O)Nc1cc(C)ns1	-2	0.3	121	-7	2	3	13	1	5	0.2
COc1ccccc1-c1coc2cc(OCC(=O)OCc3ccccc3)ccc2c1=O	-3	-0.2	96	-3	2	3	0	1	24	-2.7
O=C(NN=C1c2ccccc2-c2ccccc21)c1ccccc1	-4	0.0	98	-4	3	16	-13	-4	-5	0.6
CC1CC(Nc2ccccc2)c2ccccc2N1C(=O)c1ccncc1 (stereo not drawn)	4	0.1	96	16	-5	11	-3	1	34*	-1.4
COC(=O)c1ccc(CNC(=O)CSc2nc3ccccc3[nH]2)cc1	-7	0.0	101	-4	0	2	7	-2	26	2.1
CCCc1cc(=O)oc2cc(OCC(=O)Nc3ccc4c(c3)OCCO4)ccc12	-3	0.0	93	-4	1	4	-7	0	2	-2.3
COc1ccc(NC(=O)CN(C)C(=O)c2cccc(NS(=O)(=O)c3ccc(Br)cc3)c2)cc1	-6	0.4	102	-2	-3	-6	36	-6	13	-2.1

In the list so far, three contain an NH in an aromatic ring.
SMILES	PDI turbidity	aDG glyco up	ABCB6 inh MLPCN	CaV13 ICDI inh	Glyco luc inh	Cardio protect	Vif imaging	m5-HT2A agonist	MC4R antag cAMP	MC4R ag barr
Cc1ccc2cc(C(c3nnnn3C3CCCC3)N(Cc3cccnc3)Cc3ccco3)c(=O)[nH]c2c1 (stereo not drawn)	2	0.5	95	.	-2	9	-2	-1	8	1.3
COc1ccc2[nH]c3ccc(OC)cc3c2c1	3	0.0	102	-4	1	-12	0	-2	8	-1.7
COC(=O)c1ccc(CNC(=O)CSc2nc3ccccc3[nH]2)cc1	-7	0.0	101	-4	0	2	7	-2	26	2.1

More results:
SMILES	PDI turbidity	aDG glyco up	ABCB6 inh MLPCN	CaV13 ICDI inh	Glyco luc inh	Cardio protect	Vif imaging	m5-HT2A agonist	MC4R antag cAMP	MC4R ag barr
C[C@H]1CN([C@@H](C)CO)C(=O)c2cccc(NC(=O)C3CC3)c2O[C@H]1CN(C)Cc1ccncc1	2	0.0	98	-11	1	1	20	-4	0	-0.9
COC(=O)[C@@H]1OC(=O)[C@H]2O[C@@]23[C@@]1(C)CC[C@@H]1[C@@]2(C)C=CC(=O)OC(C)(C)[C@@H]2CC(=O)[C@]13C	18	0.0	98	-11	0	3	0	5	1	-1.4
Cc1ccc(NC(=O)CSc2nc3ccccc3c(=O)n2CCCC(=O)NCCCN2CCOCC2)cc1	3	0.0	94	-20	-3	12	10	-5	1	-0.2
CS(=O)(=O)N(CC(=O)N1CCCCCC1)Cc1ccc(Cl)cc1	10	0.2	102	-7	0	-2	1	5	2	-1.2
O=C1COc2ccc(C(=O)COC(=O)c3ccco3)cc2N1	3	0.0	100	-16	0	3	-2	-3	9	-0.5
CCOC(=O)Cn1c(-c2cccnc2)nc(-c2ccccc2)c1-c1ccccc1	-5	0.1	229	-4	0	4	-6	0	3	0.0
O=C(CC1CCCC1)Nc1cc(S(=O)(=O)N2CCOCC2)ccc1O	13	0.0	101	-2	-1	0	-5	-1	9	-1.2
COc1ccc(Cl)cc1NC(=O)CS(=O)(=O)c1cccc2nsnc12	-1	0.2	94	-4	2	10	-1	-2	2	-2.0
O=C(c1cccc([N+](=O)[O-])c1)N1CCCC(C(=O)N2CCN(c3ccccc3)CC2)C1 (stereo not drawn)	15	0.2	99	-5	1	-4	-5	1	3	-4.4
CCCCCC(=O)N1C[C@H](O)[C@@H](n2cc(C3CC3)nn2)C[C@@H]1c1ccc(Cl)cc1	-1	0.0	100	-10	0	-2	4	2	12	-1.2
CC(C)c1ccc(NC(=S)NNC(=O)c2cccnc2)cc1	10	0.4	91	-7	0	9	6	-3	-5	-3.5
COc1cc(-c2cc(C(=O)N3CCN(c4ccccn4)CC3)c3ccccc3n2)cc(OC)c1OC	-4	-0.6	103	-6	4	65*	2	7	9	-0.6
O=C(c1ccc(Br)cc1)N(C1=NCCCCS1)c1ccccc1	-1	0.3	95	-5	6	-13	-6	2	0	0.5
O=C(NNc1ccc([N+](=O)[O-])cc1)c1ccccc1F	3	-0.1	104	-6	2	-2	3	-2	-1	-2.9
C[C@@]12C(=O)Nc3cc(Cl)ccc3C(=O)N1[C@H]1c3cc(Br)ccc3OC[C@@H]1[C@@H]2c1ccccc1	-37	0.0	98	-5	23	-3	0	-3	1	-1.3
Cc1cccc(CNC(=O)c2ccccc2NC(=O)C2=CSCCO2)c1	-10	0.0	95	-2	0	3	-3	3	19	-0.1
Cc1ccc(C(=O)NNC(=O)C2CCN(c3ncccn3)CC2)cc1	1	0.0	101	-4	1	4	-1	-3	4	1.3
CC1CCCCC12NC(=O)N(CC(=O)NCc1ccccc1Cl)C2=O (stereo not drawn)	-5	0.0	97	-6	0	4	-2	4	4	-1.9
COc1ccc(C(=O)N2CCOC2CNC(=O)C(=O)NCc2ccccc2)cc1 (stereo not drawn)	-3	0.0	98	-13	0	6	7	5	2	1.6
Cc1c(Br)c([N+](=O)[O-])nn1C(C)C(=O)NCC1CCCO1 (stereo not drawn)	-4	0.0	98	9	-1	3	0	1	0	-0.7
Cc1cccc(N2CCN(C(=O)C3CCCCC3)CC2)c1C	-1	0.0	99	.	-2	9	-12	-1	15	-0.4
O=C(CCSc1nnc2scc(-c3ccccc3)n12)NCc1ccc2c(c1)OCO2	0	0.6	95	-6	-1	2	-5	-7	5	-1.8
COCCNC(=O)C1(C)CCCN(C(=O)c2cccc(C#N)c2)C1 (stereo not drawn)	2	-0.2	158	-5	3	-1	.	5	5	-1.7
CCN(CC(=O)Nc1ccc2c(c1)OCCO2)C(=O)c1ccc(C)c(S(=O)(=O)N2CCOCC2)c1	2	0.0	100	-7	1	-4	4	0	0	-2.2
CCN1CCN(S(=O)(=O)c2ccc(Cl)c(C(=O)N(C)CC(=O)Nc3c(C)cccc3C)c2)CC1	-3	-0.3	97	-16	0	4	-11	-2	6	0.1
CCOC(=O)N1CCN(C(=O)Nc2ccccc2Cl)CC1	5	0.0	102	-8	1	2	-4	-1	21	0.4
O=C(CSc1nncn1-c1ccccc1)Nc1cc(Cl)cc(Cl)c1	-3	-0.1	98	-8	0	-1	-5	3	-8	-1.8
COc1cc(C2c3c(oc4ccccc4c3=O)C(=O)N2CCN2CCOCC2)cc(OC)c1OC (stereo not drawn)	1	0.1	105	.	2	1	-4	1	7	-0.9
COc1ccc(Oc2ccc(C(F)(F)F)cc2NC(=O)CC(CC(=O)O)c2ccccc2)cc1 (stereo not drawn)	-7	-0.1	98	-4	2	-2	-4	3	3	-0.1
CC(=O)c1ccc(N2CCN(c3ccc(S(=O)(=O)NCCN(C)C)cc3[N+](=O)[O-])CC2)cc1	-4	0.5	102	4	-4	-9	-3	-6	22	-0.8
COP(=O)(OC)C(Nc1ccc(C)cc1)c1ccc(Br)cc1 (stereo not drawn)	0	0.9	102	-2	2	-4	-2	-4	27	-1.6
O=[n+]1cc(-c2ccccc2)n([O-])c2c1CCCCC2	4	0.1	105	-14	1	-5	10	6	-3	-1.1
COc1ccccc1OCC(=O)NNC(=O)c1c(-c2ccccc2Cl)noc1C	5	0.3	96	-4	1	10	-1	0	-5	-0.7
COc1cccc(CN(C)C(=O)c2cc(S(=O)(=O)N3CCN(c4ccccc4)CC3)ccc2Cl)c1	0	3.4	98	-8	-9	-11	-31	5	13	-2.4
Cc1ccc(N2C(=O)C(Cc3ccc(O)cc3)NC2=S)cc1C (stereo not drawn)	14	-0.1	100	-3	2	12	-2	-1	6	-1.6
